# STAT3 act: IL-6 driven STAT3 reporter potentiators, primary screen, U3A cells, luciferase, luminescence, MLSCN library. IL-6 STAT3-luciferase reporter; 100% = signal with IL-6 EC80 alone. activation (% of control), % at 5.6 µM. 0.91% of 190,000 active. AID 871, 2007;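 active means activation above the screen-wide mean of compound activation plus 3 SD, cut at about 130% in these data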;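 further: 0% = background luminescence of wells with medium and substrate only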
#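 system = STAT3-luciferase reporter U3A cells | reagent = IL-6 stimulus at 33 ng/mL final | timing = 1 h compound pre-exposure, 6 h IL-6 stimulation, 37 °C | measured by = luminescence | evaluation = % activation versus median of IL-6-stimulated wells | control set = IL-6-only wells as 100% reference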
# STAT3 inh: IL-6 driven STAT3 reporter inhibitors, primary screen, U3A cells, luciferase, luminescence, MLSCN library | inhibition, % at 5.5 µM | IL-6 STAT3-luciferase reporter; host cell line lacks STAT1 | 0.89% of 190,000 active | AID 862, 2007;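 active means inhibition above the mean inhibition across all screened compounds plus 3 SD, cut at about 44% in these data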;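 further: 0% = DMSO only wells and 100% = 100 µM nifuroxazide control wells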
# Hsp70 act: Hsp70 transcriptional activators, primary screen, cell-based, HeLa, Hsp70 promoter luciferase, luminescence, 10 µM; HeLa Hsp70 promoter luciferase reporter; scaled: vehicle 0, proteasome-inhibitor control 100%; activation, % at 10 µM; 0.04% of 200,000 active; AID 1203, 2008;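 active means activation above the mean across all tested compounds plus 3 SD, cutoff set per campaign, cut at about 5.5% in these data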;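 further: 100% = MG132 at 30 µM as the positive control and 0% = DMSO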
# Diaphorase act: compounds boosting diaphorase resazurin reduction – biochemical, uHTS, resorufin fluorescence, counter-screen for diaphorase-coupled primary assays, primary screen. Diaphorase/resazurin coupled assay, 16 min; hits give high values; 1 = vehicle wells, 0 = NADH-free wells. activation factor at 20 µM. 0.005% of 190,000 active. AID 1229, 2008;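 active means diaphorase activity raised at least twofold by the compound at 20 µM; inactive means activation factor below 2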
#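 Material: Purified diaphorase enzyme from Clostridium kluyveri | Buffer or medium: 50 mM HEPES pH 7.4 with 4.542 mM MgCl2, 0.005% Tween 20 | Times: 16 min enzyme reaction, ambient temperature | Signal: Red resorufin fluorescence at 544/590 nm excitation/emission | Measure: Increased resorufin signal from activators or reducing compounds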
# G6PDH CS: L. mesenteroides G6PDH inhibitors, counter-screen for G6PDH-coupled screening assays, biochemical, Leuconostoc mesenteroides enzyme; glucose-6-phosphate dehydrogenase [Leuconostoc mesenteroides]; Purified L. mesenteroides G6PDH, diaphorase/resazurin coupled fluorescence, 45 min; inhibition, % at 5 µM; 0.12% of 200,000 active; AID 1020, 2008; in the data active means inhibition above about 50%
# APP 5UTR inh: inhibitors of APP translation via 5'UTR reporter, primary screen, APP 5'UTR luciferase, SH-SY5Y cells. 0.82% of 190,000 active. inhibition, % at 2 µM. AID 1285, 2008. SH-SY5Y APP 5'UTR-luciferase reporter, luminescence;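 active means inhibition above a set limit, derived from the sample mean plus 3 SD, cut at about 45% in these data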; further: values of inactives mirror those of a sister screen read the other way
# Diaph inh CS: diaphorase inhibitors and chemical oxidizers, primary screen, counter-screen for diaphorase-coupled primary assays, biochemical, uHTS, resorufin fluorescence; 0.69% of 190,000 active; diaphorase resazurin-to-resorufin fluorescence, NADH, 16 min; bacterial (C. kluyveri) enzyme, not human; inhibition, % at 20 µM;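 active means primary screen inhibition at 20 µM above a set limit, cut at about 50% in these data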;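 further: plate controls were DMSO with full reaction for no effect and wells lacking NADH for full effect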
#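 material = Clostridium kluyveri diaphorase enzyme | amount = 0.14 U/mL diaphorase, enzyme working solution | schedule = incubation 16 min, room temperature | detection = fluorescence of resorufin formed from resazurin, Ex 544/Em 590 nm | benchmarks = positive control minus NADH, DMSO neutral control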
# STAT1 activator: STAT1 signaling activators, primary screen, cell-based, HTS, luciferase reporter. NIH 3T3 STAT1-luciferase reporter, IFN-gamma, luminescence; 100% = IFN-gamma alone, no compound. activation (% of control), % at 5.5 µM. 2.6% of 200,000 active;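 active means activation above the screen-wide mean activation plus 3 SD, cut at about 130% in these data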;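 further: raw ratio to IFN-gamma control signal so 100% means no change and 0% no light; values of inactives mirror those of a sister screen read the other way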
# STAT1 blocker: STAT1 signaling inhibitors, primary screen, cell-based, HTS, luciferase reporter; 0.35% of 200,000 active; NIH 3T3 STAT1-luciferase reporter, IFN-gamma, luminescence; AID 920, 2007; inhibition, % at 5.5 µM;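 active means inhibition above a set limit, the mean inhibition across all tested compounds plus 3 SD, cut at about 34% in these data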;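 further: 0% = IFN-gamma with DMSO and 100% = IFN-gamma with 300 µM nifuroxazide; values of inactives mirror those of a sister screen read the other way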
# TLR4-MyD88 BLA: inhibitors of TLR4-MyD88 association in cells, primary screen, cell-based, HeLa CL3-4, BLA complementation, FRET ratio | inhibition, % at 8.4 µM | 0.18% of 200,000 active | Toll-like receptor 4 (Homo sapiens) + Myeloid differentiation primary response protein … | HeLa CL3-4 TLR4/MyD88 BLA complementation; in the data active means inhibition above about 25%;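 further: 0% = vehicle and 100% = reference inhibitor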
# Target sequence (O00206 whole entry, looked up): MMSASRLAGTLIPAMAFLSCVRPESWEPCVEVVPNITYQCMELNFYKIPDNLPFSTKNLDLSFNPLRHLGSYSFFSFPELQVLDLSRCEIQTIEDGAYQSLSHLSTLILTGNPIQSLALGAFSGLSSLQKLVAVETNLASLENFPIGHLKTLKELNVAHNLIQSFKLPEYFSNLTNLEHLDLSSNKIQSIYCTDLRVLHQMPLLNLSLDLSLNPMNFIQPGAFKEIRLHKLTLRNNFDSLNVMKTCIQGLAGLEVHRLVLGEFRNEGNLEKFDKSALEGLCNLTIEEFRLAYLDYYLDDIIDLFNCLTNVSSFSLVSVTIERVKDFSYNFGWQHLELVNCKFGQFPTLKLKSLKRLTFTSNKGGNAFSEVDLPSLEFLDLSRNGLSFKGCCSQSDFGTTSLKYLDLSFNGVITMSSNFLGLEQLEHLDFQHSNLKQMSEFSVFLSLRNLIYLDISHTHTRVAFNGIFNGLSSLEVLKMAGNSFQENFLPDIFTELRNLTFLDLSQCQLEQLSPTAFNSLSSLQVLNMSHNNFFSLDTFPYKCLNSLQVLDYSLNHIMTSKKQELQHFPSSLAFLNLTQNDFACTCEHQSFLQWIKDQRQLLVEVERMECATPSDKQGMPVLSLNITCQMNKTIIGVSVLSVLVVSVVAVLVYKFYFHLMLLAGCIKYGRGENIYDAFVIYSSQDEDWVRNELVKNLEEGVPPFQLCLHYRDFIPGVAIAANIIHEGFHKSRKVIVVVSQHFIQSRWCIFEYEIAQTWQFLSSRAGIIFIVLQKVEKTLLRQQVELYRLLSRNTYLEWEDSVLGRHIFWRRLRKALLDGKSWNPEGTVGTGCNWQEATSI
# Target sequence (Q99836 whole entry, looked up): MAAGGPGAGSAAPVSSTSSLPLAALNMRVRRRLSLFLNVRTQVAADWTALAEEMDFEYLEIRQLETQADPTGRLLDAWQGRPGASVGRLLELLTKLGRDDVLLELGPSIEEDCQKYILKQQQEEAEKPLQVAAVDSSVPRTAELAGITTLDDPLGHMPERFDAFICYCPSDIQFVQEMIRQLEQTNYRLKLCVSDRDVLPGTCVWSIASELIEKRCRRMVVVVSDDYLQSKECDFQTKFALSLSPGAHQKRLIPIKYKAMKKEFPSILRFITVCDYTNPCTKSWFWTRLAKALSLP
# * marks the source's active call; other numbers are inactive results; nt = no result given.
SMILES,STAT3 act,STAT3 inh,Hsp70 act,Diaphorase act,G6PDH CS,APP 5UTR inh,Diaph inh CS,STAT1 activator,STAT1 blocker,TLR4-MyD88 BLA
CCCNC(=O)OC[C@H]1O[C@H](CCO/N=C/[C@@H](NS(=O)(=O)c2ccc(C)cc2)[C@H](C)/C=C/CC(=O)OC)C=C[C@@H]1Oc1ccc(OC)cc1,106,-10,-0.2,0.8,19,-10,21,99,1,-4
Clc1ccc(N/N=C/c2ccncc2)cc1Cl,82,23,-0.3,0.9,-10,-76,11,124,-27,4
Cc1c([N+](=O)[O-])ccc(S(=O)(=O)N2CCC(C(N)=O)CC2)c1C,104,-8,-0.4,0.8,10,-4,16,100,0,-3
Cc1ccc(SCc2cc(=O)[nH]c(N3CCN(C)CC3)n2)cc1,96,5,-0.2,0.9,4,-1,9,99,1,1
COCCNC(=O)C(NC(=O)C1CCC(C)CC1)C(C)C (centres undefined),111,-13,-0.3,0.9,-4,24,7,97,1,0
N#CC1=C(N)SC(N)=C(C#N)C1c1ccoc1,102,0,0.0,0.5,-8,-13,47,99,1,-9
CNC(=O)c1[nH]cnc1C(=O)Nc1ccccc1OC,95,10,-0.3,0.8,6,7,22,94,5,19
Cc1ccc([N+](=O)[O-])cc1S(=O)(=O)n1ccnc1C,107,-2,0.0,nt,12,14,nt,101,-1,3
COCCNC(=O)COc1ccc(C)c(C)c1,104,-4,0.4,1,8,16,-1,102,-2,-3
Nc1c(C(=O)NC2CCCC2)c2nc3ccccc3nc2n1N,108,-4,-0.1,0.5,2,-18,50*,115,-17,-4
CC1CCC(NC(=O)c2ccc(CS(=O)(=O)Cc3ccccc3F)o2)CC1 (centres undefined),102,0,-0.2,0.8,6,3,18,105,-5,-3
COC(=O)c1sccc1NC(=O)/C=C/c1ccc(Cl)cc1,100,0,-0.2,0.9,-20,-43,11,104,-4,8
O=C(OC(C(=O)NCc1ccc2c(c1)OCO2)c1ccc(Cl)cc1)c1ccco1 (centres undefined),103,3,-0.5,0.9,18,1,12,105,-4,3
CCN(CC)C(=O)CSc1nc2ncc(Br)cc2[nH]1,98,7,-0.1,0.8,-1,5,21,106,-6,1
COc1ccc(C(c2oc(CO)cc(=O)c2O)c2oc(CO)cc(=O)c2O)cc1,100,9,0.1,0.8,8,4,18,104,-4,-5

# 4 records drawn at random from those above, as already listed:
SMILES,STAT3 act,STAT3 inh,Hsp70 act,Diaphorase act,G6PDH CS,APP 5UTR inh,Diaph inh CS,STAT1 activator,STAT1 blocker,TLR4-MyD88 BLA
CNC(=O)c1[nH]cnc1C(=O)Nc1ccccc1OC,95,10,-0.3,0.8,6,7,22,94,5,19
Nc1c(C(=O)NC2CCCC2)c2nc3ccccc3nc2n1N,108,-4,-0.1,0.5,2,-18,50*,115,-17,-4
O=C(OC(C(=O)NCc1ccc2c(c1)OCO2)c1ccc(Cl)cc1)c1ccco1 (centres undefined),103,3,-0.5,0.9,18,1,12,105,-4,3
Cc1ccc([N+](=O)[O-])cc1S(=O)(=O)n1ccnc1C,107,-2,0.0,nt,12,14,nt,101,-1,3

# Following part:
SMILES,STAT3 act,STAT3 inh,Hsp70 act,Diaphorase act,G6PDH CS,APP 5UTR inh,Diaph inh CS,STAT1 activator,STAT1 blocker,TLR4-MyD88 BLA
COc1ccc(-c2cc(C(F)(F)F)nc(SCC(=O)Nc3ccc4c(c3)OCO4)n2)cc1,92,7,-0.1,1,-18,9,0,97,3,0
c1cncc(CNc2nc(N3CCOCC3)nc(N3CCOCC3)n2)c1,92,8,-0.3,0.9,-1,7,9,107,-8,-3
O=C(NC(=S)N1CCN(Cc2ccccc2)CC1)c1ccco1,92,11,-0.2,1,4,14,-2,96,2,-4
O=C1c2ccccc2C(=O)N1c1nc2nccc(-c3ccccc3)n2n1,103,-4,-0.2,0.9,-4,2,9,91,9,-5
COc1ccc(NC(=O)c2cncc(Br)c2)cc1S(N)(=O)=O,109,-9,0.0,1.1,6,-9,-7,103,-5,-1
CCOC(=O)c1c(C)oc2c1cc(O)c1ccccc12,145*,-48,0.2,0.9,35,-172,15,100,0,-3
CCOC(=O)c1cc2c(=O)n3ccccc3nc2n(Cc2ccco2)c1=NC(=O)c1ccc(OC)cc1OC,83,23,-0.2,0.6,-1,-13,43,44,60*,6
O=S(=O)(NC1CCCCC1)c1ccc(-c2csnn2)s1,94,14,0.0,0.9,-1,-7,14,88,14,6
COC(=O)c1cc(NC(=O)c2ccc(OC)cc2)c(=O)oc1C,86,19,0.6,0.8,-11,-13,16,96,3,-1
O=C(CN1CCCCCC1)NCCN1C(=O)S/C(=C\c2ccccc2Cl)C1=O,115,-17,-0.4,0.9,-5,-22,8,99,0,15
CC(=O)NC(c1ccccc1)c1cc([N+](=O)[O-])c2cccnc2c1O (centres undefined),101,0,-0.3,0.4,61*,-21,56*,97,4,3
CC(C)OC(=O)/C(C#N)=C\c1cccnc1,100,3,-0.1,0.8,7,-25,17,97,2,2
CNc1nc(C)nc(-c2ccccc2O)n1,111,-4,-0.1,0.9,3,-14,9,109,-10,-5
CS(=O)(=O)N1CCN(c2ccc([N+](=O)[O-])c(NCc3ccccc3)c2)CC1,104,3,0.3,0.8,3,-9,19,102,-2,3
Cc1ccccc1CN(c1ccc(C(=O)N2CCc3ccccc3C2)cc1)S(C)(=O)=O,98,6,-0.4,0.9,8,7,12,97,3,-1
CCCC/C(C)=N/NC(=O)NC1CCCCC1,101,-6,-0.2,0.9,-9,-4,8,102,-2,1
CC1Nc2ccccc2C(=O)N1NS(=O)(=O)c1ccccc1 (centres undefined),87,13,-0.1,0.9,-8,-10,8,103,-4,5
Cc1nonc1NC(=O)N1CCCC1,99,4,0.0,1,8,-4,2,103,-3,-5
Cn1c(CCNC(=O)OC(C)(C)C)n[nH]c1=S,96,7,-0.4,1,0,2,-3,100,1,-5
Cn1c(=O)c2c(nc(N3CCN(Cc4ccccc4)CC3)n2CC(=O)c2ccccc2)n(C)c1=O,98,5,0.1,nt,nt,-14,nt,95,5,-31
Cc1[nH][nH]c(=O)c1C=Nc1ccc(C(F)(F)F)cc1,98,4,0.2,0.8,0,77*,18,94,6,-1
COc1ccc(NC(=O)N2CCCC(c3nc(-c4ccc(F)cc4)no3)C2)cc1 (centres undefined),94,13,0.6,1,7,-28,4,102,-3,10
O=C(Cn1cc2c(n1)CCCC2)N1CCc2ccccc21,129,-35,0.0,1,-12,-8,3,102,-2,15
CCOC(=O)C(C)n1ncn2cccc2c1=O (centres undefined),91,14,0.0,1,2,-26,4,96,4,-7
CCc1c(C)nc(SCCOc2ccc(OC(C)C)cc2)[nH]c1=O,99,2,-0.5,0.8,4,-7,17,102,-2,-3
NC(=O)c1cccnc1,95,8,-0.2,1,10,0,-2,103,-4,3
COc1ccc(-c2[nH]ncc2CNC(C)c2ccccc2Cl)cc1F (centres undefined),101,2,-0.4,1,-2,-2,2,99,-2,-5
CCOc1ccccc1OCCC(=O)Nc1ccc(F)c(Cl)c1,103,-2,-0.2,0.8,8,7,22,103,-3,4
Cc1cc(C)c2cc3c(N)c(C(=O)Nc4c(C)[nH]c(=O)[nH]c4=O)sc3nc2c1,86,19,-0.5,0.7,-13,18,29,86,16,-2
CCOCCCNC(=O)c1c(-c2ccccc2)noc1C,93,13,0.0,0.9,-4,-13,7,97,4,14
O=C(CSc1nc2ccsc2c(=O)n1Cc1ccccc1)NCC1CCCO1 (centres undefined),103,-2,-0.4,0.9,2,-5,8,93,7,-9
CC(=O)OCCNC(=O)c1cccnc1,99,7,-0.5,0.9,-4,9,7,103,-3,4
CCN(CC)S(=O)(=O)c1ccc(-c2nnc(SCC(C)=O)o2)cc1,108,-2,-0.4,1,0,7,2,100,0,0
CCc1c(C)sc(NC(=O)/C=C/C(=O)O)c1C(N)=O,97,4,-0.2,1,0,0,3,96,4,7
CCC(C)NC(=O)c1cc(Cl)ccc1OC (centres undefined),98,4,-0.1,0.9,18,-3,6,95,6,-13
Cn1nc(C(F)(F)F)c(C(=O)Nc2ccc(F)cc2F)c1Sc1cccc(Cl)c1,107,-2,-0.1,0.8,11,-9,18,95,5,-8
O=C(NC(=O)c1ccc(Cl)c(Cl)c1)OC1CCS(=O)(=O)C1 (centres undefined),106,-3,-0.2,0.9,0,-8,11,105,-7,6
COc1cccc(C2=NN(C(=O)c3ccccc3)C(O)(C(F)(F)F)C2)c1 (centres undefined),119,-23,-0.2,0.9,14,-8,7,96,5,7
Cn1cnnc1SCC(=O)Nc1ccc2nc(SCc3ccccc3F)sc2c1,114,-16,-0.3,0.9,2,-72,13,146*,-52,1
Cc1ccc2cc(CN(CC3CCCO3)S(=O)(=O)c3cccc4nsnc34)c(=O)[nH]c2c1 (centres undefined),102,7,-0.4,0.9,18,0,15,103,-4,2
O=C(NCCc1ccc(Cl)cc1)C1CC(=O)N(C2CCCCC2)C1 (centres undefined),104,0,-0.5,nt,nt,11,nt,101,-1,3
C/C(=N/OCC(=O)Nc1ccc(C)cc1C)c1cccs1,99,2,0.0,0.9,-7,-7,11,104,-4,-8
Cc1ccc(C(c2nnnn2C2CCCC2)N2CCN3CCCC3C2)cc1 (centres undefined),105,-5,-0.3,0.9,2,-21,5,102,-2,13
CC(=O)c1cnc(Nc2nc(C)c3ccc(C)cc3n2)nc1C,83,29,-0.3,0.9,2,2,10,99,1,-1
CC(NC(=O)COC(=O)/C=C/c1ccco1)c1ccccc1 (centres undefined),97,6,0.3,0.9,6,0,6,92,8,0
CCC(=O)c1cn(CC(=O)OC)c2ccccc12,106,-7,0.1,0.9,-1,68*,12,84,5,-17
Cc1cccc(Oc2nc(-c3ccccc3)cc(C)c2S(C)(=O)=O)c1C,95,13,-0.4,0.8,3,6,17,110,-11,15
CSc1nc(C)cc(Oc2ccc(OCC(N)=O)nn2)n1,97,8,-0.2,0.9,4,-23,7,99,3,7
Cc1ccsc1-c1nc(CSCC(=O)NCc2ccc3c(c2)OCO3)c(C)o1,99,10,-0.3,0.8,13,-7,19,105,-6,-8
